LMNA splice mod: changes lamin A minigene splicing in HeLa cells. HeLa LMNA splicing GFP/RFP minigene ratio, 48 h. Potency, µM (top dose mostly 46.1 µM), for inactives: at the top dose ratio change, negative = inhibition, most hits filed as inhibitors. 0.01% of 200,000 active. AID 1487; active means well fitted inhibition curve with a large enough effect in the signal ratio, with a control signal flat, not every such curve was filed as active; inconclusive means small, poorly fitted or top-dose-only effect, or effect the other way, or a change in a side signal; the % refers to the signal ratio; further: on the % scale 0 is the no-effect control and ±100 the full control effect
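Read-out is the ratio of GFP to DsRed2 object intensity, acquired by 488 nm laser-scanning cytometry on HeLa lamin A-EGFP minigene reporter cells. Compound incubation 48 hrs at 37 °C in Opti-MEM with 2% FBS; DMSO 0.5% final.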
RECQ1 helicase: RECQ1 (human) helicase inhibition; P46063; RECQ1 DNA unwinding, red fluorescence kinetic read; Potency, µM (top dose mostly 57.3 µM), without a hit: at the highest dose activity, negative = inhibition, hits mostly inhibitors; 0.54% of 240,000 active;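 further: plate controls were vehicle for no effect and no enzyme for full effect; nearly all actives have a fitted effect of over 30% in size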
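RECQ1T1 50 nM; forked duplex (20 bp + 30-nt ss tails) 200 nM, ATP 2 mM final; pH 8.0, 2 mM MgCl2, 2.5 ug/ml poly(dI-dC); 15 min compound preincubation; discontinuous kinetic read over 2 h at RT.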
ALDH1A1 block: inhibitors of human aldehyde dehydrogenase 1A1. P00352. Purified ALDH1A1, NADH fluorescence, propionaldehyde substrate. Potency, µM (titrated, usually from 75.3 µM), without a hit: at the highest dose activity, negative = inhibition, hits mostly inhibitors. 7.3% of 220,000 active. AID 1030; active means well fitted inhibition curve with a large enough effect, not every such curve was filed as active; inconclusive means small, poorly fitted or top-dose-only effect, or another doubt; inactive means no such curve, though single readings can be large or run the other way;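 further: plate controls were no enzyme wells and a reference inhibitor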
SMN2 splice up: SMN2 splice variant enhancement; HEK293 SMN2-luciferase splicing reporter, luminescence, 30-36 h; 2.8% of 210,000 active; Potency, µM (top dose mostly 46.1 µM), for the others: top-dose activity change, positive = activation, most hits filed as activators; AID 1458; further: % of control where 0% means no effect; nearly all actives have a fitted effect of over 55% in size
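HEK293 cells carry an SMN2 minigene-luciferase reporter in which exon 7 inclusion puts luciferase in frame. Cells were seeded at 2000 cells/well, attached for 10-12 hours, then exposed to compounds for 30-36 hours at 37C before ONE-Glo luminescence.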
KDM4E inh: inhibitors of human JMJD2E histone demethylase; JMJD2E catalytic domain, FDH-coupled NADH fluorescence (FDH is formaldehyde dehydrogenase); Potency, µM (top dose mostly 57.1 µM), without a hit: top-dose activity change, negative = inhibition, usual class: inhibitors; 1.6% of 230,000 active; active means well fitted inhibition curve with a large enough effect, not every such curve was filed as active; inconclusive means small, poorly fitted or top-dose-only effect, or another doubt; inactive means no such curve, though single readings can be large or run the other way;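 further: 0% = wells with enzyme and -100% = buffer wells without enzyme; nearly all actives have a fitted effect of over 50% in size; many of its hits are not listed in these tables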
Target sequence (B2RXH2 1-337 limits assumed): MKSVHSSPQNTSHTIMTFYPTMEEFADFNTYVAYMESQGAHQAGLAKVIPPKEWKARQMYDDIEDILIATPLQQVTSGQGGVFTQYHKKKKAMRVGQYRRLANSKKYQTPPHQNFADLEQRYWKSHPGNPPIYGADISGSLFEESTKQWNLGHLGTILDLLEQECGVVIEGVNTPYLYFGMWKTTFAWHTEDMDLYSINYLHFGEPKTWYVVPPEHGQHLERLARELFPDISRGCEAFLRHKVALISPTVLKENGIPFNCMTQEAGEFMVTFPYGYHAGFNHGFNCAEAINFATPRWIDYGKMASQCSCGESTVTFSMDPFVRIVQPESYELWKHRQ
TexasRed fluor: Texas Red fluorescence interference in TRb-SRC2 counter-screen; TRb/SRC2 Texas Red total fluorescence interference; Potency, µM (doses to about 106 µM), for inactives: at the top dose fluorescence change, negative = quenching; AID 1479; 0.29% of 280,000 active; active means well fitted curve in either direction with a large enough effect; inconclusive means small, poorly fitted or top-dose-only effect; further: on the % scale 0 is the no-effect control and ±100 the full control effect
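Human TRb ligand-binding domain at 0.6 uM with 20 nM Texas Red SRC2 peptide in Tris buffer containing 1 uM T3 and 5% DMSO, incubated with compound 5 h at ambient temperature. Total fluorescence (555/632 nm) calculated as parallel + 2 × perpendicular.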
TRb-SRC2 inh: inhibitors of human thyroid hormone receptor beta-SRC2 interaction; 0.065% of 280,000 active; P10828; TRbeta-SRC2 peptide binding, fluorescence polarization; receptor liganded with 1 µM T3; Potency, µM (titrated, usually from 106 µM), for the others: top-dose activity change, negative = inhibition, usual class: inhibitors;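 further: plate controls were bound peptide for no effect and peptide without receptor for full effect; nearly all actives have a fitted effect of over 50% in size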
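Each compound concentration gave % activity, normalized to unbound and bound Texas Red SRC2 controls, from polarization read after 5 hr ambient incubation with T3-loaded human TRb LBD.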
GoLoco inh red: inhibitors of human Gai1-RGS12 GoLoco interaction (red fluorophore); Gai1:RGS12 GoLoco peptide FP, rhodamine, 10 min; Potency, µM (highest dose often 61.6 µM), without a hit: top-dose activity, negative = inhibition, actives largely listed as inhibitors; 0.44% of 230,000 active; P63096; active means well fitted inhibition curve with a large enough effect, not every such curve was filed as active; inactive means no such curve, though single readings can be large or run the other way; further: on the % scale 0 is the no-effect control and ±100 the full control effect; nearly all actives have a fitted effect of over 30% in size; many of its hits are not listed in these tables
Target sequence (P63096 whole entry, looked up): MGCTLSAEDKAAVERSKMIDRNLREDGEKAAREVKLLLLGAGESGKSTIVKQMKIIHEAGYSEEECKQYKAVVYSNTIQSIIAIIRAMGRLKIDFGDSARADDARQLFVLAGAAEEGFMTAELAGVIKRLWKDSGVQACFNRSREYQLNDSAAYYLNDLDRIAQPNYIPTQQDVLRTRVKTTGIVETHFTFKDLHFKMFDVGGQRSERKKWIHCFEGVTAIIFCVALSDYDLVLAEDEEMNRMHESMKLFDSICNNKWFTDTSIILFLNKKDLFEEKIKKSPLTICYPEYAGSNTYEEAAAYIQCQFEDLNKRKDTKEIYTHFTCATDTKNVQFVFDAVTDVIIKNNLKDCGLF
An asterisk follows results filed as active; i = inactive; ? = inconclusive; nt = no result given; & = joins results of further samples; [ ] = another dose, or the depositor's remark. Unless noted, the call rests on the fitted dose curve; in most records, active means well fitted curve in the direction sought with a large enough effect; inconclusive means small, poorly fitted or top-dose-only effect, or another doubt; inactive means no such curve, though single readings can be large; an effect the other way counts as inactive or inconclusive. Potency means the concentration at half of the fitted maximal effect. A portion of the library (hit frequency here may not be typical).

SMILES	LMNA splice mod	RECQ1 helicase	ALDH1A1 block	SMN2 splice up	KDM4E inh	TexasRed fluor	TRb-SRC2 inh	GoLoco inh red
CCN(CC)c1ccc(/C=N\N2CCN(Cc3ccc(C)cc3)CC2)cc1	-20.8%[46 µM]	7.9%	0.794µM*	-52.3%[inhibitor]	-27.5%	-2.6%	5.8%	3.3%
CC12CCC(C(=O)NCc3ccc(F)cc3)(OC1=O)C2(C)C (stereo not given)	13.0%[46 µM]	16.6%	-8.1%	-6.6%	11.1%	-2.8%	4.1%	4.1%
CCCCCCCC(=O)NNC(=O)c1ccc(F)cc1	4.0%[0.0737 µM]	-3.9%	8.6%	0.3%	2.3%	1.2%	2.4%	2.8%
O=C(OCC(=O)N1CCOCC1)c1ccc(Cl)nc1	12.6%	i	3.8%	4.3%	10.1%	2.0%	-11.9%	-9.0%
Cc1cc(NC(=O)CSc2nnnn2C)n(-c2ccccc2)n1	8.3%	i	10.4%	3.9%	6.3%	-3.5%	5.1%	1.7%
Cc1ccccc1CC1(CO)CCCN(Cc2ccn[nH]2)C1 (stereo not given)	-4.3%[46 µM]	i	-0.6%	nt	3.8%	1.5%	8.1%	12.5%
O=c1[nH]cnc2sc3c(c12)CCN(Cc1ccccc1)C3	-0.3%	-7.6%	?	-22.9%	?	0.3%	4.7%	10.1%
Cc1cccc(Cc2cnc(N3C(=N)SC(c4ccccc4)C3=O)s2)c1 (stereo not given)	?	-5.0%	4.5%	-17.2%	-15.0%	-1.6%	-1.4%	7.6%
O=C(OC(C(=O)O)C(OC(=O)c1ccccc1)C(=O)NCc1ccccc1)c1ccccc1 (stereo not given)	5.1%	-8.4%	-2.2%	12.9%	6.6%	-1.2%	-2.9%	3.3%
CSc1nc2sc3c(c2c2nnnn12)CCC3	-1.2%	-9.0%	?	-5.5%	-4.4%	-0.4%	4.3%	1.6%
CCOC(=O)C1=C(C)N(C)C(=O)NC1c1cc2c(cc1Br)OCO2 (stereo not given)	6.1%	8.8%	?	0.9%	4.7%	-3.5%	-6.6%	-10.9%
CN(C)c1ncnc2ccc(-c3ccc4c(c3)OCO4)cc12	?	6.6%	?	nt	nt	nt	nt	21.7%
COc1ccc([N+](=O)[O-])cc1NCc1cccnc1	nt	-4.0%	-6.5%	-35.9%[inhibitor]	2.0%	-7.2%	-8.1%	-6.8%
CC(=O)N1CCN(c2ccc(NC(=O)c3ccc4c(c3)OCO4)cc2)CC1	-1.5%	-1.1%	-4.6%	6.1%	-0.8%	-3.6%	4.1%	-0.9%
COc1ccccc1/C=C/C(=O)NC(=S)NC(C)C	?	i	?	-27.8%	-1.4%	0.2%	-6.5%	7.7%
Cc1ccc(S(=O)(=O)NCCC(c2ccccc2)c2ccccc2)cc1C(=O)O	?	-4.6%	4.1%	4.9%	-6.1%	-4.8%	3.2%	4.1%
O=C(COc1ccccc1)N1CCN(C(=O)c2ccco2)CC1	8.0%	0.0%	?	?	-12.6%	1.3%	7.0%	-7.6%
Cc1cc(S(=O)(=O)NCC(C)C)ccc1OCC(=O)NCc1ccccn1	?	i	1.2%	2.3%	0.9%	0.2%	-19.5%	1.3%
CCOc1cc(C(=O)NC(C)Cc2cccs2)cc(OCC)c1OCC (stereo not given)	-0.1%[46 µM]	-2.1%	6.8%	-1.1%	6.4%	-3.3%	3.9%	8.3%
C=C(C)C1CC=C(C)/C(=N/NC(=O)COc2ccccc2C)C1 (stereo not given)	-14.6%	-7.1%	?	-12.9%	-4.4%	-1.9%	1.7%	-15.0%
CCOC(=O)/C(C#N)=C(/C)c1ccc(OC)cc1	-2.5%	-7.7%	-2.3%	-5.6%	-2.0%	-0.9%	-2.1%	-0.9%
O=[N+]([O-])c1ccc(C(=S)N2CCCC2)cc1	nt	i	?	1.7%	-4.0%	-1.6%	-4.7%	10.4%
OCCNc1nc2ccccc2n1CCN1CCCCC1	-8.1%	-3.2%	-25.7%	-11.9%	0.9%	0.2%	-4.7%	12.0%
Cc1cc2nc(SCC(=O)Nc3nonc3C)c3c(c2cc1C)CCCC3	2.7%	i	12.8%	-17.2%	-2.4%	-6.6%	0.3%	8.0%
O=C(NCc1ccccn1)c1cc(Br)ccc1Cl	nt	i	3.6%	-4.1%	5.1%	-1.0%	-8.9%	8.6%
CSc1ccccc1N=Cc1nc(-c2ccccc2)oc1O	7.8%	i	5.01µM*	28.3%	-19.8%	-5.8%	-1.7%	0.8%
COc1cc(-c2cc(=O)c3c(O)cc(O)cc3o2)ccc1O	nt	-8.4%&-11.2%	?	nt	2.3%	-13.9%&-10.3%	12.2%&7.3%	-14.2%
COc1ccc(C2CC(c3ccccc3)=NN2C(=O)COC(=O)c2cccc(S(=O)(=O)N3CCOCC3)c2)cc1 (stereo not given)	-10.9%	-2.4%	?	-5.5%	?	3.7%	3.3%	3.9%
C=CCNC(=S)NC(=O)c1csc([N+](=O)[O-])c1	nt	i	nt	nt	-7.5%	-4.5%	-5.0%	4.4%
Cc1noc(C)c1S(=O)(=O)NC1CCCc2ccccc21 (stereo not given)	2.4%	3.6%	0.6%	-15.6%	-2.0%	-0.8%	-5.2%	-7.3%
Cc1ccc(NC(=O)CC(O)(C(F)(F)F)C(F)(F)F)cc1	6.4%	-14.5%	14.4%	-1.5%	5.0%	-2.8%	-6.0%	-2.0%
c1ccc(-c2cnc(CSc3ncnc4sccc34)o2)cc1	?	7.5%	0.8%	-38.0%[inhibitor]	0.4%	2.9%	4.2%	10.0%
COc1ccc(NC(=O)CN2CCN(CC(=O)Nc3ccccc3Cl)CC2)cc1Cl	9.3%	-5.0%	?	-17.0%	3.3%	0.8%	-12.5%	-0.1%
Cc1ccc(-c2cc(C(F)F)nc(NCC3CCCO3)n2)cc1 (stereo not given)	?	-5.5%	-7.5%	?	?	-1.8%	-15.0%	6.3%
CCN1CCN(S(=O)(=O)c2ccc(Br)s2)CC1	1.6%	-9.1%	0.8%	-10.0%	11.1%	2.1%	3.3%	6.2%
COc1ccc2nc(-c3ccc(N)cc3)[nH]c2c1	?	4.5%	6.31µM*	?	4.4%	1.6%	-15.4%	1.9%
CCOC(=O)C1C(=O)CC(C)(O)C(C(=O)OCC)C1c1ccc(OCC)cc1 (stereo not given)	5.0%	i	-1.5%	42.3%	7.5%	-0.5%	2.0%	-0.7%
NC(=O)Cn1nnc(-c2ccc(C(F)(F)F)cc2)n1	5.0%	1.1%	5.9%	15.5%	-1.3%	-0.1%	3.1%	3.2%
CCOC(=O)C(NC(=O)NCc1ccc(F)cc1)(OCC)C(F)(F)F (stereo not given)	4.5%	-1.9%	2.4%	17.1%	2.0%	-1.2%	3.4%	8.9%
NNC(=O)CNC(c1ccccc1)c1cc(Br)ccc1NC(=O)c1ccccc1Br (stereo not given)	-5.5%	-7.6%	?	-20.6%	-6.4%	-0.5%	-5.1%	-5.4%
O=C(NCCc1ccccc1)N1c2ccccc2Sc2ccccc21	10.0%	-0.7%	?	-29.5%	-3.2%	0.1%	-0.3%	1.9%
Nc1ncnc2nc(-c3ccc(N4CCOCC4)nc3)cc(-c3cccc(Br)c3)c12	nt	-22.6%	?	-47.0%[inhibitor]	?	-19.5%	-2.5%	-7.0%
COC(/C=C/Nc1ccc(C)c(C)c1)=C(C#N)C#N	-1.9%	i	1.7%	-1.0%	0.4%	0.0%	-8.7%	11.4%
COc1ccc(Cl)cc1NC(=O)CCNC(=O)OCc1ccccc1	nt	19.0%	3.9%	-8.1%	-28.7%	-3.0%	-5.3%	-2.7%
O=[N+]([O-])c1ccc(C2=NN(c3ccccc3)C(c3ccco3)C2)cc1 (stereo not given)	nt	-22.2%	nt	nt	-2.1%	2.8%	10.5%	149.6%[activator]
Cc1ccc2c(c1)c(C)c(C)n2CC(O)Cn1nnc2ccccc21 (stereo not given)	?	-9.4%	-14.6%	-7.3%	-3.3%	0.7%	-6.2%	-3.6%
C#CCOCCOCCOCCNc1nc(N2CCN(C(=O)[C@H]([C@@H](C)CC)n3cc([C@@H](N)Cc4ccc(O)cc4)nn3)CC2)nc(N2CCN(C(=O)[C@H](Cc3ccc(O)cc3)n3cc([C@@H](N)CC(C)C)nn3)CC2)n1	nt	-5.1%	4.6%	nt	-0.8%	0.2%	1.9%	3.4%
Cc1ccc(N2C(=O)CC(Cc3cccc(C)c3)C2=O)cc1 (stereo not given)	-6.6%[46 µM]	-9.9%	?	nt	-2.0%	0.5%	9.8%	10.9%
O=C(Nc1ccccc1NC(=O)c1c(F)c(F)c(F)c(F)c1F)c1c(F)c(F)c(F)c(F)c1F	?	-0.3%	8.6%	10.2%	9.9%	-0.5%	2.7%	3.9%
O=C(O)c1ccccc1SC1CC(=O)N(c2cccc3ccccc23)C1=O (stereo not given)	nt	-1.4%	nt	nt	?	-1.0%	-4.8%	-33.7%
COc1ccc(Br)cc1S(=O)(=O)n1ccnc1	-5.3%[9.22 µM]	-10.5%	7.6%	-16.7%	3.9%	-1.7%	-1.9%	4.2%
COc1cc(/C=C2/C(=N)N3C=CSC3=NC2=O)ccc1OCCCOc1cc(C)ccc1C	1.7%	-6.9%	?	-21.1%	-1.1%	0.1%	-0.6%	35.1%[activator]
C=C(C(C)=O)C(O)c1cccc(OC)c1 (stereo not given)	nt	1.0%	14.8%	5.3%	7.3%	-0.9%	6.3%	1.7%

Shown bar-delimited: part of the list above
structure | LMNA splice mod | RECQ1 helicase | ALDH1A1 block | SMN2 splice up | KDM4E inh | TexasRed fluor | TRb-SRC2 inh | GoLoco inh red
Cc1ccc(N2C(=O)CC(Cc3cccc(C)c3)C2=O)cc1 (stereo not given) | -6.6%[46 µM] | -9.9% | ? | nt | -2.0% | 0.5% | 9.8% | 10.9%
COc1cc(/C=C2/C(=N)N3C=CSC3=NC2=O)ccc1OCCCOc1cc(C)ccc1C | 1.7% | -6.9% | ? | -21.1% | -1.1% | 0.1% | -0.6% | 35.1%[activator]
O=C(O)c1ccccc1SC1CC(=O)N(c2cccc3ccccc23)C1=O (stereo not given) | nt | -1.4% | nt | nt | ? | -1.0% | -4.8% | -33.7%
